Source: PubChem BioAssay (Broad Institute)
S100A4 inh HTS – inhibitors of human S100A4 binding to myosin IIA peptide. 360,000 compounds, 0.14% hits. S100A4/TAMRA-MyoIIA peptide fluorescence polarization. inhibition, % at 10.7 µM. P26447;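 active = mean inhibition of at least 70% across replicates, with every replicate also reaching that level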
Target sequence (P26447 whole entry, looked up): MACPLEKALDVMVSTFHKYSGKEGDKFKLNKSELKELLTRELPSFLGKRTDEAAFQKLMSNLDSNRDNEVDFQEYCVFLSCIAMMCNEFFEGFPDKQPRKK
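Compound dosing: one dose per compound; test system: human S100A4 monomer with TAMRA-labelled myosin IIA peptide; probe or stimulus: TAMRA-labelled myosin IIA heavy-chain peptide probe, 5 nM; medium: HEPES buffer with Ca2+, pH 7.2; schedule: 5 min incubation before reading; benchmarks: neutral control DMSO, positive control TFP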
LGR2 inh – blocks bursicon-induced cAMP signaling via Drosophila LGR2; HEK293 LGR2, CRE-luciferase, bursicon-stimulated, 4 h; inhibition, % at 9.99 µM; 380,000 compounds, 0.35% hits; AID 720647;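 active = drop in luminescence signal, shown as inhibition above about 50% in the replicate tests, limit read from the data, passing the limit was not always enough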;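 also: agonist challenge used bursicon conditioned medium at about half maximal strength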
CASP6 VEID inh – inhibitors of human caspase-6; P55212; purified caspase-6, Z-VEID-R110 cleavage fluorescence; inhibition, % at 12.5 µM; 350,000 compounds, 0.53% hits;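 active = mean inhibition across replicates at least about 35%, with every replicate also reaching that limit, limit read from the data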;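 also: 0% = median of neutral control wells and 100% = no fluorescence left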
Target sequence (P55212 24-179 limits assumed): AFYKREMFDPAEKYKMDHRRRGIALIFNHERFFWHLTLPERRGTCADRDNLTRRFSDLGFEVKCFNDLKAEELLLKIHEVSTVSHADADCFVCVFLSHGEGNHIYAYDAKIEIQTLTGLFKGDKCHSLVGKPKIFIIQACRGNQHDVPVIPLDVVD
Target sequence (P55212 194-293 limits assumed): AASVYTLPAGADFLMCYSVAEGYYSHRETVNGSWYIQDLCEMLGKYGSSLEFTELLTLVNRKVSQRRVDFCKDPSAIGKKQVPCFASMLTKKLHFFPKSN
FN deposition inh – fibronectin deposition inhibition; AH1F fibroblasts, Alexa488-fibronectin deposition fluorescence, overnight; inhibition, % at 12.6 µM; 350,000 compounds, 0.086% hits;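 active = mean inhibition across replicates of 30% or more, regardless of how many single replicates reach that level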;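 also: positive control wells lacked labelled fibronectin entirely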
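Material: AH1F fibroblasts assembling fluorescent fibronectin matrix; amount: 10000 AH1F cells/well; medium: DMEM, 2% serum; reagent: Alexa488-fibronectin, 24 nM final in well; dosing: single compound dose, delivered by pin transfer; incubation: 1 h adhesion, overnight exposure; detection: fluorescence after three HBSS washes, excitation 485 nm, emission 525 nm; measure: fibronectin deposition inhibition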
SIRT5 block – inhibitors of human sirtuin-5 desuccinylase; Q9NXA8; Purified SirT5, succinyl-peptide AMC, trypsin-coupled fluorescence; inhibition, % at 15 µM; 330,000 compounds, 1.1% hits; AID 652115; in the data active = inhibition above about 15%
Target sequence (Q9NXA8 whole entry, looked up): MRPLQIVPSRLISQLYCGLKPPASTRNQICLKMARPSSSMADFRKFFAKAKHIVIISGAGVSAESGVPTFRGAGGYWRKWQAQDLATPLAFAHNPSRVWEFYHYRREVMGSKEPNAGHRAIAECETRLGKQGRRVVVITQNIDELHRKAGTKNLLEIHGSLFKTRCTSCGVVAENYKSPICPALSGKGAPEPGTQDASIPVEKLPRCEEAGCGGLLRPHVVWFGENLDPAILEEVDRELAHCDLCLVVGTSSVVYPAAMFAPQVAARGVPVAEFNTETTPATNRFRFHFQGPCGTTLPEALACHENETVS
Statin myotox sup – protects C2C12 myotubes from simvastatin toxicity; 330,000 compounds, 0.78% hits; rescue of ATP level, % at 7.49 µM; ATP luminescence, 48 h; scaled: DMSO 0, geranylgeraniol control 100;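 active = mean ATP rescue above about 67%, or every replicate alone reaching that limit, limit read from the data, passing the limit was not always enough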;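 also: myotubes were challenged with 10 µM simvastatin during compound exposure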
esBAF inh – SWI/SNF esBAF complex inhibition; 350,000 compounds, 2% hits; mouse ES cells, Bmi1-luciferase knock-in reporter, 24 h; 100% = twice the neutral-well signal; AID 602393; reporter increase, % at 12.5 µM; in the data active = activation above about 40%;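 also: 0% = median of the plate's neutral control wells and 100% = double that signal; a rise in the Bmi1 reporter signal indicates esBAF inhibition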
Numbers without * were called inactive.

The first three records, to show the layout:
Cc1c(CCOC(=O)CC23CC4CC(CC(C4)C2)C3)sc[n+]1CC(=O)c1ccc(Br)cc1 was read as FN deposition inh -9, Statin myotox sup -3 and esBAF inh 2.
For CO[C@@H]1CN(C)C(=O)c2ccc(NC(=O)Nc3ccccc3)cc2OC[C@H](C)N(C(=O)Nc2c(C)noc2C)C[C@H]1C the results were S100A4 inh HTS -5, LGR2 inh -2, CASP6 VEID inh 1, FN deposition inh 6, SIRT5 block -2, Statin myotox sup 2 and esBAF inh -2.
`Cc1nc2nc(SCC(=O)NCCCN3CCCC(C)C3)nn2c(C)c1Cc1ccccc1Cl` (stereo not drawn) gave S100A4 inh HTS -7, LGR2 inh -4, CASP6 VEID inh -56, FN deposition inh 5, SIRT5 block -3, Statin myotox sup 1 and esBAF inh 8.

This part in full, from the first entry:
Cc1c(CCOC(=O)CC23CC4CC(CC(C4)C2)C3)sc[n+]1CC(=O)c1ccc(Br)cc1 was read as FN deposition inh -9, Statin myotox sup -3 and esBAF inh 2.
For CO[C@@H]1CN(C)C(=O)c2ccc(NC(=O)Nc3ccccc3)cc2OC[C@H](C)N(C(=O)Nc2c(C)noc2C)C[C@H]1C the results were S100A4 inh HTS -5, LGR2 inh -2, CASP6 VEID inh 1, FN deposition inh 6, SIRT5 block -2, Statin myotox sup 2 and esBAF inh -2.
`Cc1nc2nc(SCC(=O)NCCCN3CCCC(C)C3)nn2c(C)c1Cc1ccccc1Cl` (stereo not drawn) gave S100A4 inh HTS -7, LGR2 inh -4, CASP6 VEID inh -56, FN deposition inh 5, SIRT5 block -3, Statin myotox sup 1 and esBAF inh 8.
C[C@H]1CN([C@@H](C)CO)S(=O)(=O)c2ccc(C#CC(C)(C)O)cc2O[C@H]1CN(C)C(=O)CC1CC1 was read as S100A4 inh HTS -10, LGR2 inh 8, CASP6 VEID inh -1, FN deposition inh 7, SIRT5 block -4, Statin myotox sup -1 and esBAF inh -1.
`CCOC(=O)N1CCN(C(=O)COC(=O)CNC(=O)c2ccc(C)cc2)CC1` gave S100A4 inh HTS -7, LGR2 inh 17, CASP6 VEID inh -1, SIRT5 block -1, Statin myotox sup 3 and esBAF inh 3.
COc1ccc(C(=O)Sc2ccc(C)cc2)cc1OC was read as FN deposition inh 1, Statin myotox sup 16 and esBAF inh 18.
Screening Nc1c(C(=O)OCC(=O)Nc2cccc([N+](=O)[O-])c2)[nH]c(=O)[nH]c1=O returned S100A4 inh HTS 5, LGR2 inh 13, CASP6 VEID inh 16, SIRT5 block -2, Statin myotox sup 0 and esBAF inh -9.
Cc1cccc(NC(=O)c2ccc(S(=O)(=O)NCc3cccnc3)cc2)c1C was read as S100A4 inh HTS -13, LGR2 inh 5, CASP6 VEID inh -3, FN deposition inh 3, SIRT5 block 2, Statin myotox sup 15 and esBAF inh 2.
For COc1ncnc2c1oc1nc(CC(C)C)c3c(c12)CCCC3 the results were FN deposition inh 4, Statin myotox sup -7 and esBAF inh 5.
Screening CCOC(=O)C1=CCC2c3c(c4ccccc4n3C)C(=O)C1N2C(=O)OC(C)(C)C (stereo not drawn) returned S100A4 inh HTS -4, LGR2 inh 5, CASP6 VEID inh 1, FN deposition inh 1, SIRT5 block -4, Statin myotox sup 12 and esBAF inh -1.
`C/C(=N/NC(=O)CN1CCN(S(=O)(=O)c2ccc(C)cc2)CC1)c1cccc(O)c1` gave S100A4 inh HTS 1, LGR2 inh -4, CASP6 VEID inh -4, FN deposition inh 6 and SIRT5 block 5.
`Cc1ccc(-c2nnn(CC(=O)N(CC(=O)NC3CCCCC3)c3ccc(F)c(Cl)c3)n2)o1` gave S100A4 inh HTS 0, LGR2 inh 10, CASP6 VEID inh 4, SIRT5 block -5, Statin myotox sup 3 and esBAF inh -5.

Copied from the listing, 5 compounds:
Cc1c(CCOC(=O)CC23CC4CC(CC(C4)C2)C3)sc[n+]1CC(=O)c1ccc(Br)cc1 was read as FN deposition inh -9, Statin myotox sup -3 and esBAF inh 2.
For CO[C@@H]1CN(C)C(=O)c2ccc(NC(=O)Nc3ccccc3)cc2OC[C@H](C)N(C(=O)Nc2c(C)noc2C)C[C@H]1C the results were S100A4 inh HTS -5, LGR2 inh -2, CASP6 VEID inh 1, FN deposition inh 6, SIRT5 block -2, Statin myotox sup 2 and esBAF inh -2.
`Cc1nc2nc(SCC(=O)NCCCN3CCCC(C)C3)nn2c(C)c1Cc1ccccc1Cl` (stereo not drawn) gave S100A4 inh HTS -7, LGR2 inh -4, CASP6 VEID inh -56, FN deposition inh 5, SIRT5 block -3, Statin myotox sup 1 and esBAF inh 8.
C[C@H]1CN([C@@H](C)CO)S(=O)(=O)c2ccc(C#CC(C)(C)O)cc2O[C@H]1CN(C)C(=O)CC1CC1 was read as S100A4 inh HTS -10, LGR2 inh 8, CASP6 VEID inh -1, FN deposition inh 7, SIRT5 block -4, Statin myotox sup -1 and esBAF inh -1.
`CCOC(=O)N1CCN(C(=O)COC(=O)CNC(=O)c2ccc(C)cc2)CC1` gave S100A4 inh HTS -7, LGR2 inh 17, CASP6 VEID inh -1, SIRT5 block -1, Statin myotox sup 3 and esBAF inh 3.

(list continues)
For Oc1ccc(-c2cc(-c3ccc(O)cc3)nc(-c3ccccc3)n2)cc1 the results were S100A4 inh HTS -6, LGR2 inh 12, CASP6 VEID inh 1, FN deposition inh 4, SIRT5 block -5, Statin myotox sup -17 and esBAF inh 5.
For Cc1ccc(-n2c(C)cc(/C=N/NC(=O)Cn3c4ccccc4c(=O)c4ccccc43)c2C)cc1 the results were S100A4 inh HTS -1, LGR2 inh 9, CASP6 VEID inh 4 and SIRT5 block -2.
Screening CCOc1ccc(CCN2C(=S)N([C@@H](Cc3ccc(O)cc3)CN3CCC[C@@H]3CN3C(=S)NC[C@@H]3CC(C)C)C[C@@H]2CC(C)C)cc1 returned S100A4 inh HTS -3, LGR2 inh 6, CASP6 VEID inh -1, SIRT5 block -5, Statin myotox sup -8 and esBAF inh -2.
For COC(=O)c1c[nH]n2c(=O)c(Cc3ccc(F)cc3Cl)c(C)nc12 the results were LGR2 inh 0, FN deposition inh -5 and esBAF inh -2.
For Cc1ccc(C)c(NC(=O)C(Sc2cccc[n+]2[O-])c2ccccc2)c1 (stereo not drawn) the results were S100A4 inh HTS 1, LGR2 inh -34, CASP6 VEID inh 3, FN deposition inh -5, SIRT5 block -2, Statin myotox sup 11 and esBAF inh -5.
Screening CCCN(Cc1ccc(N(C)C)cc1)CC1CC1 returned FN deposition inh -3, Statin myotox sup -12 and esBAF inh -2.
`O=C(CSc1nnc(-c2ccco2)n1-c1ccccc1)N1CCOCC1` gave FN deposition inh -4, Statin myotox sup 6 and esBAF inh 0.
For C[C@@H]1CN([C@@H](C)CO)C(=O)Cc2cc(NC(=O)CCN3CCOCC3)ccc2O[C@@H]1CN(C)C(=O)Nc1ccc(F)cc1 the results were S100A4 inh HTS 14, LGR2 inh 7, CASP6 VEID inh -3, SIRT5 block 5, Statin myotox sup 0 and esBAF inh 2.
For CCc1cc(C(=O)NN2C(=O)NC3(CCCCC3)C2=O)sc1C the results were S100A4 inh HTS -1, LGR2 inh -7, CASP6 VEID inh 0, FN deposition inh -2, SIRT5 block 0, Statin myotox sup 8 and esBAF inh -15.
Screening CCCCNC(=O)C1(C)CCCCN1C(=O)c1cccs1 (stereo not drawn) returned S100A4 inh HTS -1, LGR2 inh -3, CASP6 VEID inh 0, FN deposition inh 0, SIRT5 block 1, Statin myotox sup 2 and esBAF inh 1.
`COc1ccc(CNC(=O)COC(=O)CN2C(=O)C3CC=CCC3C2=O)cc1` (stereo not drawn) gave S100A4 inh HTS -11, LGR2 inh 3, CASP6 VEID inh -2, FN deposition inh -9, SIRT5 block -6, Statin myotox sup 0 and esBAF inh 1.
`COC(=O)C1=C(C)N(Cc2ccc(F)cc2)C(=S)NC1c1cccc(F)c1` (stereo not drawn) gave S100A4 inh HTS -2, LGR2 inh 15, CASP6 VEID inh 0, FN deposition inh 0 and SIRT5 block 1.
For COc1ccc(OC)c(NC(=O)COc2ccc3c(c2)CCC3)c1 the results were S100A4 inh HTS 2, LGR2 inh -8, CASP6 VEID inh -2, FN deposition inh -3, SIRT5 block -4, Statin myotox sup 6 and esBAF inh 10.
Screening Cc1cc(Cl)cc(Br)c1OCCCCn1cncn1 returned FN deposition inh 0, Statin myotox sup 10 and esBAF inh -3.
Screening CN1CCN(C(=O)/C=C/c2ccc([N+](=O)[O-])o2)CC1 returned S100A4 inh HTS 25, LGR2 inh -9, CASP6 VEID inh 1, FN deposition inh 1, SIRT5 block 0, Statin myotox sup 48 and esBAF inh 2.
Screening Cn1c(NC(=O)C2CCCC2)cc(=O)n(C)c1=O returned S100A4 inh HTS -2, LGR2 inh -3, CASP6 VEID inh 0, FN deposition inh 0, SIRT5 block -2, Statin myotox sup -6 and esBAF inh 0.
Screening COCCNC(=O)C1(C)CCN(C(=O)c2cccc(C)c2C)C1 (stereo not drawn) returned S100A4 inh HTS -1, LGR2 inh -16, CASP6 VEID inh 3, FN deposition inh 8, SIRT5 block -3, Statin myotox sup -2 and esBAF inh 4.
Cc1ccc(C)c(Cn2nnc3c(=O)[nH]c(C4CCCN(C(=O)C5CCC5)C4)nc32)c1 (stereo not drawn) was read as S100A4 inh HTS 1, LGR2 inh -24, CASP6 VEID inh 7, SIRT5 block 0, Statin myotox sup 17 and esBAF inh -2.
For COc1ccc(-n2c(SCC3CNC(=O)O3)nnc2-c2ccc(Cl)cc2)cc1 (stereo not drawn) the results were S100A4 inh HTS -4, LGR2 inh 17, CASP6 VEID inh 1, FN deposition inh -2 and SIRT5 block 3.
O=C(NCC(=O)N(c1cccc(F)c1)C(C(=O)NC1CCCC1)c1ccncc1)c1ccco1 (stereo not drawn) was read as S100A4 inh HTS -4, LGR2 inh 10, CASP6 VEID inh -1, FN deposition inh 5, SIRT5 block -3, Statin myotox sup 11 and esBAF inh -3.
`Cc1ccccc1-c1cccc([C@@H]2C[C@H]3[C@H](CON3C)CN2C(=O)C(C)(C)C)c1` gave S100A4 inh HTS -9, LGR2 inh -1, CASP6 VEID inh 2, FN deposition inh 0, SIRT5 block 1, Statin myotox sup -1 and esBAF inh -3.
Screening COc1ccc(S(=O)(=O)Nc2ccc3c(c2)CC(=O)N([C@H](C)CO)C[C@@H](C)[C@H](CN(C)S(=O)(=O)c2cccs2)O3)cc1 returned S100A4 inh HTS 7, LGR2 inh 8, CASP6 VEID inh -1, FN deposition inh -15, SIRT5 block 0, Statin myotox sup 14 and esBAF inh -2.
COc1ccc(S(=O)(=O)N(C)C[C@H]2Oc3ccc(NC(=O)Cc4cn(C)c5ccccc45)cc3CC(=O)N([C@H](C)CO)C[C@@H]2C)cc1 was read as S100A4 inh HTS -5, LGR2 inh -7, CASP6 VEID inh 0, SIRT5 block 6, Statin myotox sup 28 and esBAF inh 0.
Screening COc1ccccc1C(=O)Nc1nnc(S(=O)(=O)N2CCOCC2)s1 returned S100A4 inh HTS -2, LGR2 inh 6, CASP6 VEID inh 5, FN deposition inh 0, SIRT5 block -1, Statin myotox sup -6 and esBAF inh 9.

Some of the compounds tested; the hit share may differ from the screen's.
